# Screening data: PubChem BioAssay, several laboratories
# EBNA-1 inh: EBNA-1 DNA-binding inhibitors, primary screen, biochemical, fluorescence polarization; inhibition, % at 14.8 µM; 0.34% of 300,000 active; in the data active = inhibition above about 28%
# BCLXL inh: inhibitors of human Bcl-xL, primary screen, biochemical, fluorescence polarization, HTS; Bcl-2-like protein 1 (Homo sapiens), Q07817; GST-Bcl-xL / FITC-Bim BH3 peptide fluorescence polarization; inhibition, % at 10.9 µM; 0.7% of 320,000 active;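 active = inhibition above the mean of all tested compounds plus 3 SD, cutoff set per campaign, cut at about 30% in these data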;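 also: 0% = DMSO wells and 100% = unlabeled Bim-BH3 peptide competitor; inhibitors lower millipolarization by displacing the labeled peptide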
# Target sequence (Q07817 whole entry, looked up): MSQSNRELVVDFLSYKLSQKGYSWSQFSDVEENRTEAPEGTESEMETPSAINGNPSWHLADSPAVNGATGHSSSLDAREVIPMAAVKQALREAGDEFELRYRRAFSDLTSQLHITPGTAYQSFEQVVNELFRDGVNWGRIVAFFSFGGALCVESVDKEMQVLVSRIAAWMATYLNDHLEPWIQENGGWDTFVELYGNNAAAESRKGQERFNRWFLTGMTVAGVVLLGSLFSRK
# ZTA counter: counter-screen for EBNA-1 inhibitors: inhibitors of Epstein-Barr virus ZTA; AID 2234; inhibition, % at 11 µM; ZTA-DNA binding, fluorescence polarization; P03206; 0.15% of 320,000 active; in the data active = inhibition above about 33%
# Target sequence (P03206 whole entry, looked up): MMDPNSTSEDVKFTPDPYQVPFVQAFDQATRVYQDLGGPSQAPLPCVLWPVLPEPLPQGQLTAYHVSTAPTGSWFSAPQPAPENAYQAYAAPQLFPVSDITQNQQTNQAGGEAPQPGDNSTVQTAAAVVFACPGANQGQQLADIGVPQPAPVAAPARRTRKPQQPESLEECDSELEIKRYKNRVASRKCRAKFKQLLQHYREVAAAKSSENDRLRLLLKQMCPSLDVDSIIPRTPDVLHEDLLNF
# MCL1-BIM inh: inhibitors of MCL1 binding to BIM-BH3, primary screen, biochemical, fluorescence polarization | inhibition, % at 10.9 µM | Induced myeloid leukemia cell differentiation protein Mcl-1 (Homo sapiens), Q07820 | GST-MCL1 / FITC-Bim-BH3 fluorescence polarization | 0.68% of 320,000 active;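 active = inhibition above the mean inhibition of all tested compounds plus 3 SD, set per campaign, cut at about 40% in these data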;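 also: 0% = DMSO wells and 100% = unlabeled Bim-BH3 peptide control; higher means more loss of mP so more displacement of Bim peptide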
# Target sequence (Q07820 whole entry, looked up): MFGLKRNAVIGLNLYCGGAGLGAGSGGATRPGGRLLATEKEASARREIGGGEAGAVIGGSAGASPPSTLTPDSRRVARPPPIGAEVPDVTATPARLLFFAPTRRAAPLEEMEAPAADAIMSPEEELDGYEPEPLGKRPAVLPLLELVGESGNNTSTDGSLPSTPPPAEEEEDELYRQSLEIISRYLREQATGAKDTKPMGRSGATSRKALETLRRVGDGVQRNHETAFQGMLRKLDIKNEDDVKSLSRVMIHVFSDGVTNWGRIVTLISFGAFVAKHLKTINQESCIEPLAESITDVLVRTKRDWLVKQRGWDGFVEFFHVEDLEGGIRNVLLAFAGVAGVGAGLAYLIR
# CR mimetic SO: reduction of superoxide in aged yeast, primary screen, HTS | S. cerevisiae aged cells, superoxide DHE fluorescence; hits give low values | superoxide response (% of plate mean), % at 10 µM | 0.18% of 330,000 active | AID 2690, 2010;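 active = superoxide response under a set limit, about three screen SD below normal, cut at about 65% in these data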;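 also: yeast aged for seven days with compound at 30 °C before DHE staining; 100% = average MFI of all compound-treated wells on the plate with controls excluded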
# Fam108B inh: mouse Fam108B serine hydrolase inhibitors, primary screen, counter-screen for RBBP9 inhibitor project, biochemical, fluorescence polarization. inhibition, % at 9.51 µM. AID 1947, 2009. recombinant Fam108B, FP-Rh probe fluorescence polarization. 0.33% of 300,000 active;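 active = inhibition above the screen mean inhibition plus 3 SD, computed separately per campaign, cut at about 18% in these data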;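 also: inhibitors lower polarization as less probe binds the enzyme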
# Efflux pump mplx: inhibitors of Candida efflux pumps in yeast, primary screen, S. cerevisiae, Nile Red, multiplex; S. cerevisiae Candida pump triplex; inhibition, % at 10 µM; 0.44% of 330,000 active;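 active = plate passing quality check with inhibition over a set limit, or well fluorescence over plate mean plus 4 SD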;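 also: Nile Red retained in pooled yeast measured as flow cytometry median fluorescence; 0% = buffer negative control and 100% = Enniatin B positive control; higher means more Nile Red kept so more efflux inhibition; some compounds called inactive have numbers as strong as hits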
# MEX-5 binding: MEX-5 zinc finger RNA-binding disruptors – biochemical, C. elegans, fluorescence polarization, MLPCN library, primary screen; Zinc finger protein mex-5 (Caenorhabditis elegans), Q9XUB2; MEX-5/FITC-TCR2 RNA binding; hits give low values; activity score (negative = inhibition of binding), % at 10 µM; 0.38% of 300,000 active;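 active = inhibition past about -25% in most replicates, and total fluorescence under double the plate's negative control median, limit read from the data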;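 also: 0% = DMSO and -100% = 5 µM competing unlabeled TCR2 RNA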
# GLD-1 TGE inh: GLD-1/TGE RNA complex disruptors, primary screen, biochemical, fluorescence polarization | inhibition, % at 5.96 µM | 0.44% of 320,000 active | Female germline-specific tumor suppressor gld-1 (Caenorhabditis elegans), Q17339 | purified GLD-1 + fluorescein TGE RNA | AID 2280, 2010;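 active = percent inhibition above a per-plate cutoff, the plate mean of test compounds plus 3 SD, cut at about 30% in these data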;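 also: 0% = DMSO wells with GLD-1 and probe and 100% = wells lacking GLD-1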
# Active calls of the source: *; · = no result given; & = joins results of further samples.
SMILES,EBNA-1 inh,BCLXL inh,ZTA counter,MCL1-BIM inh,CR mimetic SO,Fam108B inh,Efflux pump mplx,MEX-5 binding,GLD-1 TGE inh
Cc1nc(CSc2nnc(N)s2)cs1,2,0,13,-1,97,-1,-0.2,3.2,5
COc1ccc(N2CCN(C(=O)c3ccc(N(C)S(=O)(=O)c4ccc(OC)cc4)cc3)CC2)cc1,-9,4,-4,8,93,2,0.0,-2.8,6
NC(=O)CSc1nnc2ccc(-c3ccc(F)cc3)nn12,-4,2,7,0,96,3,0.0,-6.0,4
Cc1ccc(CNC(=O)Cc2ccc(NC3=NC4CS(=O)(=O)CC4S3)cc2)cc1 (centres undefined),0,5,0,6,104,7,-0.1,-1.2,7
CC1(C(=O)O)CCC(C(=O)Nc2cccc(F)c2)C1(C)C (centres undefined),9,1,2,0,94,-1,0.1,2.2,4
COc1ccc(Nc2ncnc3ccc(Br)cc23)c(OC)c1,0,3,0,3,100,3,-0.1,0.7,4
O=C(Nc1ccccc1F)c1ccc2snnc2c1,10,6,-24,3,106,0,0.1,-1.3,2
CC(NC(=O)CCSCCC(=O)NC(C)c1ccccc1)c1ccccc1 (centres undefined),0,1,-2,4,77,3,1.2*,-2.3,2
CCOC(=O)CNC(=S)N(CCCN1CCCCC1)Cc1cccs1,8,3,-2,6,103,2,0.1,0.7,0
O=S(=O)(NCC(O)c1ccccc1)c1ccc(-c2ccccn2)s1 (centres undefined),-3,1,7,0,86,4,0.0,-4.9,0
Cc1cc(C)nc(NC2=NCCN2C(=O)NC2CCCCC2)n1,-3,1,-11,3,104,-5,0.1,2.6,-2
O=C(Cn1cnc(Cl)c1Cl)c1ccc(F)cc1,0,2,-10,12,110,2,-0.6,-2.5,0
O=C(Nc1ccccc1)c1sc(Cl)nc1-c1ccccc1,7,2,-9,3,105,-5,0.2,-0.5,-1
O=C(c1ccc(F)cc1)C(C(=O)N1CCCCC1)n1ccccc1=O (centres undefined),6,7,10,-5,98,1,0.0,0.0,6
CCOc1ccc(NC(=O)CC2C(=O)N(c3ccc(OCC)cc3)C(=S)N2C2CC2)cc1 (centres undefined),10,-1,-3,-1,100,-3,0.0,2.8,2
COc1ccc(NC(=O)CSc2nnc(Cn3c(=O)sc4ccccc43)n2C)cc1OC,-1,6,9,-2,112,-3,0.3,·,-1
Cn1c(SCC(=O)Nc2ccc(N3CCOCC3)cc2)nnc1-c1ccco1,3,-2,-29,-3,102,1,0.0,0.3,9
O=C(Nc1cc(S(=O)(=O)N2CCCCC2)ccc1Cl)C1=NN(c2ccccc2)C(=O)CC1,-4,5,-10,2,94,1,0.0,-1.8,2
COCCCn1c(C(=O)NC2CCCCC2C)cc2c(=O)n3cccc(C)c3nc21 (centres undefined),-10,1,-6,-2,101,3,0.2,0.5,-1
CCC1CCCCN1CCCNC(=O)CN1C(=O)c2cccnc2Oc2ccc(Cl)cc21 (centres undefined),-3,5,-5,3,101,-3,0.0,-1.6,2
CCC(C(=O)NCc1ccco1)N(C(=O)CNS(=O)(=O)c1ccccc1)C1CCCCC1 (centres undefined),8,5,-5,-3,77,1,0.2,1.0,6
Cc1cccc(-n2c(SCC(=O)Nc3ccc4c(c3)OCO4)nnc2-c2ccoc2C)c1,-2,0,3,5,92,-3,0.0,-0.4,9
C=CCNC(=O)c1cn(CC)c2cc(N3CCN(C(=O)c4ccco4)CC3)c(F)cc2c1=O,-3,10,0,2,91,-5,0.0,-0.1,-5
Cc1ccc(S(=O)(=O)CC(=O)c2ccc([N+](=O)[O-])cc2)cc1,3,3,2,1,118,-5,-0.1,-3.1,-1
Cc1cccc(N2CCN(C(=O)c3cccc(S(=O)(=O)N4CCc5ccccc5C4)c3)CC2C)c1 (centres undefined),-5,1,-14,-7,122,-1,-0.4,·,2
Cc1cc(C)c(C)c(S(=O)(=O)NC2CCN(Cc3ccccc3)CC2)c1C,3,8,-8,0,93,3,0.0,-2.0,-2
Cc1ccccc1-c1nn2c(-c3ccccc3)nnc2s1,-4,-3,-16,0,98,0,0.0,-1.9,0
CCCNC(=O)c1ccccc1NC(=O)c1ccccc1N(C)S(C)(=O)=O,4,7,-21,18,109,1,-0.3,3.4,11
CCCC(=O)C1=C(SCC)CC(C)(C)C(C(=O)OC)C1=O (centres undefined),6,6,-20,-9,94,-3,-0.1,-1.1,2
CCNC(=O)OCc1cn(-c2ccccc2)nn1,-4,3,-4,2,104,-4,0.0,2.9,-5
Cc1ccc(S(=O)(=O)c2cc3c(=O)n4cccc(C)c4nc3n(C3CCCCC3)c2=N)cc1,-7,2,3,-5,109,2,0.0,-1.0,-6
Cc1cc(NC(=O)CSc2cc(Cl)ccc2Cl)n(-c2ccccc2)n1,4,7,-7,2,103,5,-0.1,-1.6,9
Cc1ccc(S(=O)(=O)N2CCC(C(=O)N[C@@H](Cc3ccccc3)C(=O)O)CC2)cc1,-7,2,-24,0,115,-2,0.0,0.0,10
Cc1ccc(C(=O)Oc2ccc(/C=N/NC(N)=O)cc2)cc1,5,11,15,-4,89,-5,0.0,-2.4,1
COc1ccnc(Oc2ccccc2)c1C(=O)N/C=N/OCc1ccc(F)cc1Cl,-5,-3,5,-3,107,3,0.0,-0.4,-4
Nc1c(C(=O)CSc2ncccn2)c(=O)[nH]c(=O)n1C1CC1,·,-1,-10,-1,75,·,0.1,·,8
CCN1CN(Cc2ccccc2)CNC1=S,-5,2,-15,15,87,6,-0.5,·,-2
Cc1ccc(SCc2[nH]nc3c2C(C(C)C)C(C#N)=C(N)O3)cc1 (centres undefined),-6,2,9,5,101,-5,0.3,2.6,-4
CCCOc1ccc(-c2nc(=S)[nH][nH]2)cc1,4,15,3,14,87,1,0.0,-1.1,5
Cc1ccc(/C=C2\SC(=S)N(CCC(=O)NNC(=O)c3cccnc3)C2=O)cc1,-6,5,6,3,94,-9,0.0,-3.1,3
O=C(CCC1CCCN(C(=O)CCN2CCCCC2=O)C1)NCc1ccccc1F (centres undefined),-18,5,0,10,109,3,0.2,-0.4,2
O=C(c1c[nH]c(C(=O)C(Cl)(Cl)Cl)c1)c1ccc(F)cc1Cl,9,4,-10,4,95,2,0.0,1.2,6
CCOC(=O)c1c(NC(=O)CN2C(=O)NC(C)(c3ccccc3)C2=O)sc(C)c1C (centres undefined),6,2,11,-9,109,-2,-0.2,2.2,-4
CC(C)CCc1noc(CN2CCC(C(=O)N3CCOCC3)CC2)n1,8,9,9,4,105,3,-0.1,-0.8,-5
Cc1ccc(-c2n[nH]c(=O)c3ccccc23)cc1S(=O)(=O)N(C)C,-4,-1,1,-3,93,4,0.0,-2.0,0
O=C(NCCCc1ccccc1)c1cccc(S(=O)(=O)N2CCOCC2)c1,·,4,6,7,142,·,-0.3,·,0
COc1cc(/C=N/N=C2/NC(=O)C(Cc3ccc(F)cc3)S2)ccc1O (centres undefined),0,9,10,4,113,0,0.1,-2.5,8
O=C(Nc1ccc(C(=O)O)cc1)/C(=C\c1ccc2c(c1)OCO2)NC(=O)c1ccc(Br)cc1,0,8,-12,2,100,-1,0.1,-0.8,3
CC1CCN(C(=O)c2nc[nH]c2C(=O)N2CCC(C)CC2)CC1,·,2,4,-1,106,·,0.0,·,1
Cc1ccc(S(=O)(=O)c2c(N)n(Cc3ccco3)c3nc4ccccc4nc23)cc1C,-22,32*,-8,15,112,-7,0.3,2.4,20
Cc1ccc(S(=O)(=O)c2nc(C)oc2NCc2ccccc2)cc1,-5,10,12,40*,104,-3,0.1,0.9,11
CCNC(=S)N/N=C/c1cc(C)ccc1C,6,6,-13,4,105,2,-0.2,-1.4,6
CCN1C(=O)[C@H]2[C@@H](c3ccc(-c4cccc(Cl)c4)c(OC)c3)N[C@@](CC(C)C)(C(=O)OC)[C@H]2C1=O,-12,2,8,0,·,-3,·,1.5,3
COc1ccccc1Cc1nnc(NC(=O)C2CCN(C(=O)c3ccco3)CC2)s1,-13,6,-12,17,95,2,-0.1,2.6,0
O=C(N/C(=C\c1ccccc1)C(=O)N1CCCCCC1)c1ccccc1,-19,6,-7,8,78,-2,0.4,-2.8,1
COc1ccc(/C=C2/N=C3CCCCCN3C2=O)cc1OC,-5,3,-7,5,92,0,1.4,1.3,14
CN(Cc1cnn(C)c1)Cc1nc(COc2ccccc2)no1,2,-3,12,-6,113,1,-0.1,-0.7,1
Cc1nnc(SCC(=O)c2cc(C)n(C3CC3)c2C)s1,4,-2,-9,5,95,6,-0.1,-1.2,3
O=C(COc1ccccc1Br)NCc1ccco1,6,8,-1,13,93,-4,-0.1,1.4,-2
CN(C)CCCNc1nc(-c2ccc(Cl)cc2)nc2ccccc12,3,0,13,-2,111,6,-0.1,-0.2,6

# Brought forward from above: 3 compounds; new compounds follow.
SMILES,EBNA-1 inh,BCLXL inh,ZTA counter,MCL1-BIM inh,CR mimetic SO,Fam108B inh,Efflux pump mplx,MEX-5 binding,GLD-1 TGE inh
Cc1nnc(SCC(=O)c2cc(C)n(C3CC3)c2C)s1,4,-2,-9,5,95,6,-0.1,-1.2,3
O=C(COc1ccccc1Br)NCc1ccco1,6,8,-1,13,93,-4,-0.1,1.4,-2
CN(C)CCCNc1nc(-c2ccc(Cl)cc2)nc2ccccc12,3,0,13,-2,111,6,-0.1,-0.2,6
O=C(Nc1cnccn1)c1csc2ccccc12,3,7,-7,4,100,-2,0.0,-0.5,3
CCCCNC(=O)N(CC)c1c(N)n(Cc2ccccc2)c(=O)[nH]c1=O,-1,3,-13,0,104,3,0.0,-0.5,9
CCOC(=O)C1CCN(C(=O)CSc2nnc(-c3ccco3)n2-c2ccccc2)CC1,-3,-4,4,-13,105,1,0.1,-0.3,1
Cc1cc(=O)oc2c3c(cc(OCC(=O)NCc4cccnc4)c12)OC(C)(C)CC3,7,0,8,2,82,-1,-0.1,1.0,5
CN(C)S(=O)(=O)c1ccc(N2CCCC2)c(C(=O)Nc2nc3ccc(F)cc3s2)c1,-7,-1,-34,-16,105,-12,-0.1,2.7,2
COc1ccc(NC(=O)CN(C)C2CCCCC2)c([N+](=O)[O-])c1,-12,5,2,5,104,-1,0.1,0.9,2
Cc1nc([N+](=O)[O-])cn1CC(=O)c1ccc(F)cc1,9,5,22,5,101,-3,0.0,0.2,9
Cc1ccnc(NC(=O)CS(=O)(=O)Cc2ccccc2)c1,7,3,-2,-3,106,8,0.1,1.3,0
Cc1nnsc1C(=O)N(Cc1ccccc1)C(C)C,-5,5,-7,2,97,-2,-0.2,-1.7,6
C=CCn1c(SCC(=O)c2cccs2)nnc1-c1cccc(OC)c1,9,0,21,7,106,-3,0.0,-1.1,0
CCCCn1c(N)c(N(CC(C)C)C(=O)C2CCN(S(=O)(=O)c3ccccc3)CC2)c(=O)[nH]c1=O,1,1,-6,1,101,2,-0.1,0.1,0
COc1cc(OC)cc(C(=O)NCc2ccc3[nH]c(C)cc3c2)c1,8,19,4,17,101,5,0.1,1.9,8
CC(/C=C\c1cccnc1)=C/C(=O)O,7&4,4&7,4&14,9&-2,93&100,3&-2,-0.2&0.1,-6.0&-1.8,8&-1
